Bioassay records as filed in PubChem BioAssay.
D3 ag – activates the human D3 dopamine receptor | D3R DiscoveRx beta-arrestin cells, luminescence, 90 min | max activation, % | 0.58% of 410,000 active | AID 652048; in the data active = max activation above about 30%; note: 0% is about no effect; mostly tested at two doses, the higher about 12 µM
Target sequence (P35462 whole entry, looked up): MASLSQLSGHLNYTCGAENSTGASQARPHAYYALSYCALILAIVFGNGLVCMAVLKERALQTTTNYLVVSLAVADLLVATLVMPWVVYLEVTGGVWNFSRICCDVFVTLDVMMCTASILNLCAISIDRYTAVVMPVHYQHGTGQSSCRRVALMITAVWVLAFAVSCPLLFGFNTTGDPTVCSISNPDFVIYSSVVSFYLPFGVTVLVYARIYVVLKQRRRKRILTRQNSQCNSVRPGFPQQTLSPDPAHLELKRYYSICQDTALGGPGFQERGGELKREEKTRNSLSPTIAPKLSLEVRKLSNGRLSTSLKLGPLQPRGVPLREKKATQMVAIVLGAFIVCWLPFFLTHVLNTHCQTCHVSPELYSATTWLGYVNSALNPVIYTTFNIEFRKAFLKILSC
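Agonist-mode cell screen: cells plated at 1500/well and incubated overnight at 37 °C, then exposed to library compounds for 90 min at 37 °C. Detection reagent was added for 30–60 min at room temperature, and luminescence was read.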
HT1080 IDH1KD tx – kills HT-1080 cells with IDH1 knockdown; 2% of 360,000 active; HT-1080 IDH1 knockdown viability, ATP luminescence, 48 h; Potency, µM (top dose mostly 46.1 µM), for the others: at the top dose activity, negative = toxicity, usual class: cytotoxic;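 note: potency is the fitted concentration of half-maximal effect; 0% = DMSO wells and -100% = cell-free medium wells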
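Assay cells: HT-1080 with IDH1 knockdown, 750 per well, RPMI/5% FBS. Exposure: 48 h at 37 °C following 2 h pre-incubation. Read: CellTiter-Glo luminescence; fitted concentration-response, curve class assigned.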
SW480 rerep – induces DNA re-replication in SW480 colon adenocarcinoma cells; SW480 DNA re-replication, Hoechst DNA content imaging, 48 h; Potency, µM (doses to about 46.1 µM), inactives show top-dose re-replication activation, most hits filed as activators; 1.8% of 340,000 active; note: potency is the fitted concentration of half-maximal effect; % of control where 0% means no effect; nearly all actives have a fitted effect of over 55% in size
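Per well, 250 cells were exposed to pinned compound for 48 hr. Nuclear DNA was visualised with Hoechst (40 min, 37 C) and total object intensity recorded by fluorescence scanning.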
GLP-1R agonist – GLP-1 receptor (human) agonism | P43220 | HEK293 GLP-1R CRE-luciferase, luminescence, 4-6 h; cells express a hypersensitive GLP-1R form | Potency, µM (titrated, usually from 45.6 µM), for the others: top-dose activation, hits mostly activators | 0.007% of 380,000 active | AID 624172; note: potency is the fitted concentration of half-maximal effect; % of control where 0% means no effect
Target sequence (P43220 whole entry, looked up): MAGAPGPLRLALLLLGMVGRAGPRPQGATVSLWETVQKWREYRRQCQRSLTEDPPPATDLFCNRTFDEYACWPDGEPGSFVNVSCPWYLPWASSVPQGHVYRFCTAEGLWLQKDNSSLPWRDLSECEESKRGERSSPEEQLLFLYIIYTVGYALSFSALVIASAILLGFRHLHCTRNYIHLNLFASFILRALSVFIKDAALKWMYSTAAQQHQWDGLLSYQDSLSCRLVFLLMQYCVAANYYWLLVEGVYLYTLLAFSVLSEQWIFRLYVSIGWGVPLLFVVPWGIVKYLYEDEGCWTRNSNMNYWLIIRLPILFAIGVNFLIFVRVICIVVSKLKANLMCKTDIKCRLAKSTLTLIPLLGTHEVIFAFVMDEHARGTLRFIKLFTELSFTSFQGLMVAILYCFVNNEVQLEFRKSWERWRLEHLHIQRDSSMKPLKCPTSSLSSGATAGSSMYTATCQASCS
D3 antag – blocks the human D3 dopamine receptor. D3R cells, DiscoveRx beta-arrestin luminescence, antagonist mode; active compounds read low. max response, negative = inhibition, %. 2.5% of 360,000 active; in the data active = max response below about -50%; inconclusive = no clear call, values can overlap the other calls; note: % is set by controls: 0 for no effect and ±100 for the full control effect; mostly tested at two doses, the higher about 12 µM
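Cells plated overnight at 1500 cells/well, then exposed to library compounds with dopamine controls for 90 minutes at 37 degrees C. DiscoveRx reagent added for 30–60 minutes at room temperature; luminescence read, quantitative HTS format.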
KB-3-1 cytotox – KB-3-1 parental cell cytotoxicity; KB-3-1 viability, CellTiter-Glo ATP luminescence, 72 h; Potency, µM (doses to about 46.1 µM), inactives show at the top dose activity change, negative = cytotoxic, actives largely listed as cytotoxic; 1.4% of 400,000 active; note: potency is the fitted concentration of half-maximal effect; % is set by controls: 0 for no effect and ±100 for the full control effect; nearly all actives have a fitted effect of over 60% in size
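KB-3-1 cells, DMEM (no phenol red) + 10% FBS; compound by pin transfer, 72 h, 37 °C. Readout: CellTiter-Glo luminescence after 10 min. Data normalized, curve-fitted.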
IL1B secr inh – inhibitors of inflammasome signaling (IL-1 beta secretion); activity change, % at 57.5 µM; 4.7% of 360,000 active; THP-1 LPS/ATP IL-1B secretion, AlphaLISA, 16 h; active compounds read low; in the data active = activity change below about -50%; inconclusive = mostly about -30% to -49%; note: % is set by controls: 0 for no effect and ±100 for the full control effect
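Secreted IL-1B measured by AlphaLISA bead assay after 16 h compound exposure of THP-1 cells; compounds (final up to 57.5 uM) added 1 h before LPS (250 ng/mL) and ATP (1.25 mM) stimulation; lower signal means less secretion.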
HT1080-NT tox – kills 2HG-producing HT-1080-NT fibrosarcoma cells. AID 686970. HT-1080-NT fibrosarcoma viability, CellTiter-Glo ATP luminescence, 48 h. Potency, µM (top dose mostly 46.1 µM), for the others: top-dose activity, negative = less viability, hits mostly cytotoxic. 1.6% of 360,000 active;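 note: NT is the 2HG producing partner of a matched IDH1 knockdown line; potency is the fitted concentration of half-maximal effect; 0% = DMSO-treated cells and -100% = media-only wells without cells; nearly all actives have a fitted effect of over 55% in size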
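Compounds were tested in concentration-response format on HT-1080-NT cells for 48 hours at 37 degrees C. Cell viability came from CellTiter-Glo luminescence; curves were classified by r2, response magnitude and activity.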
KB-V1 cytotox – KB-V1 MDR subline cytotoxicity; KB-V1 MDR cells viability, CellTiter-Glo, 72 h; Potency, µM (titrated, usually from 46.1 µM), inactives show at the top dose activity change, negative = cytotoxicity, hits mostly cytotoxic; 3.4% of 400,000 active; AID 1347076; note: potency is the fitted concentration of half-maximal effect; % is set by controls: 0 for no effect and ±100 for the full control effect; nearly all actives have a fitted effect of over 60% in size
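In this primary screen, KB-V1 cells overexpressing P-gp are incubated with library compounds (lowest to highest concentration) for 72 h at 37 degrees C before a luminescent ATP viability read.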
* hit, by the source's call; ? = inconclusive; · = not tested or not shown; & = joins results of further samples; ! = a repeat was not active; [ ] = another dose, or the depositor's remark. Unless noted, calls come from the whole dose curve; as a rule, active = well fitted curve in the direction sought with a large enough effect; inconclusive = small, poorly fitted or top-dose-only effect, or another doubt; inactive = no such curve, though single readings can be large; an effect the other way counts as inactive or inconclusive.

no.	structure	D3 ag	HT1080 IDH1KD tx	SW480 rerep	GLP-1R agonist	D3 antag	KB-3-1 cytotox	IL1B secr inh	HT1080-NT tox	KB-V1 cytotox
1	CCCn1c(NC(=O)c2ccc([N+](=O)[O-])o2)nc2ccccc21	-9.2	?	20.6µM*	1.4%	0.0	-9.5%	-19.7	-19.8%	?
2	Cc1cccc(CNC(=O)C2CCCN(c3nn4c(=O)cc(C)nc4s3)C2)c1 (stereo not drawn)	-9.2	2.7%	-17.0%	-2.2%	14.0	11.6%	-5.1	9.9%	-9.0%
3	C[C@H](NC(=O)c1ccco1)C(=O)Nc1nnc(SCc2ccccc2)s1	2.9	6.7%	-4.0%	-3.7%	-14.9	-27.0%	18.0	5.4%	-0.9%
4	C/C(=C\c1ccco1)CN1CCC(N2CCC(C(=O)N3CCOCC3)CC2)CC1	-1.9	-7.1%	-2.1%	16.7%	18.9	0.7%	19.5	3.1%	8.3%
5	O=C(NC(NC1CCS(=O)(=O)C1)C(=O)c1cccs1)c1ccccc1 (stereo not drawn)	1.4	10.3%	-10.7%	-3.4%	-5.1	9.5%	13.1	3.4%	10.7%
6	CCc1ccccc1NC(=O)Cn1c(=O)n(CCc2ccccc2)c(=O)c2sc3ccccc3c21	-19.4	·	·	0.1%	·	0.0%	·	·	-2.2%
7	O=C1NC(c2cc(Cl)cc([N+](=O)[O-])c2O)Nc2ccccc21 (stereo not drawn)	-3.7	-0.5%	-32.9%[inhibitor]	1.4%	?	0.5%	0.0	0.1%	-2.8%
8	Cc1cc([N+](=O)[O-])nn1Cc1ccc(C(=O)N/N=C/c2ccc(F)cc2)cc1	3.8	-7.0%	-37.1%[inhibitor]	10.1%	13.2	1.8%	·	-3.5%	-24.4%
9	CCCCNC(=O)CC1S/C(=N/N=C/c2ccc(OC)cc2)NC1=O (stereo not drawn)	7.2	5.9%	1.1%	-2.4%	6.1	17.8%	10.0	9.4%	-3.2%
10	COc1cccc(N2CCN(c3cnc4ccccc4n3)CC2)c1	16.3	?	0.5%	16.5%	12.6	-15.1%	-13.5	-22.6%	?
11	COc1cc(Cl)cc(C#N)c1OCC(=O)O	6.9	10.5%	-2.3%	1.5%	9.3	0.6%	12.8	23.6%	6.6%
12	CCCCN1C(=O)c2ccc(C(=O)OCC(=O)N3CCN(c4ccccc4)CC3)cc2C1=O	2.8	5.6%	-15.3%	-4.6%	-6.1	1.1%	9.9	3.6%	0.0%
13	COc1ccc(Cn2c(-c3ccc(OC)cc3)n[nH]c2=S)cc1	1.4	-12.6%	3.0%	-1.3%	-19.2	-6.4%	-6.3	-11.8%	-1.8%
14	O=C(Nc1ccc(NC(=O)c2ccc3c(c2)OCO3)cc1)c1cccc(Cl)c1	2.2	7.8%	13.0%	1.6%	7.0	0.9%	9.4	8.3%	-4.1%
15	O=C(NCc1ccco1)C1CCN(c2ccc(N3CCOCC3)nn2)CC1	3.1	2.0%	-3.6%	-2.5%	-17.8	15.4%	19.6	-6.7%	0.0%
16	O=C(NCCCn1ccnc1)/C(=C\c1cccs1)NC(=O)c1cccs1	-0.6	3.9%	24.1%	1.2%	-6.2	-3.2%	45.5	2.1%	5.8%
17	Cc1ccc(N2C(=O)c3ccc(N)cc3C2=O)cc1	4.4	1.7%	-1.3%	-3.0%	-4.1	2.6%	12.4	-2.3%	1.0%
18	Cc1onc(-c2c(Cl)cccc2Cl)c1C(=O)N1CCc2ccccc2C1	0.7	-16.9%	-93.6%[inhibitor]	-11.8%	-3.5	-11.0%	0.2	-16.2%	20.6µM*
19	COc1ccc(C(=O)c2sc(NC(C)C)nc2N)cc1OC	10.4	-4.3%[9.24 µM]	0.2%	-39.5%[inhibitor]	-12.0	?	-109.0*	?	?
20	Cc1cc(OCC(=O)N2CCc3ccccc3C2)c(C)cc1Br	11.3	-17.3%	5.3%	18.6%	13.4	8.8%	-54.8*	-27.4%	-4.2%
21	O=C(NC1CCCC1)C1CCN(C(=O)c2ccc(-c3ccccc3)cc2)CC1	-13.7	-8.9%	-4.0%	-0.5%	-14.1	-13.8%	-17.5	4.4%	?
22	O=c1c2cnn(-c3ccccc3)c2nc(-c2ccco2)n1-c1ccccc1	1.3	-20.0%	-1.3%	15.8%	?	14.6µM*	-55.5*	-24.1%	5.17µM*
23	CC1CCCN(C(=O)C2COc3ccccc3O2)C1 (stereo not drawn)	-10.9	-0.7%	-25.7%	3.7%	-12.4	15.1%	8.2	3.9%	9.1%
24	COc1ccc(C(=O)NC(=S)NNC(=O)c2c(-c3ccccc3)noc2C)cc1	15.5	-24.3%	2.7%	-16.0%	94.6	?	51.1	-14.6%	6.51µM*
25	CCc1cc2cc(C(=O)Nc3ccc(C)cc3)sc2s1	6.3	-13.9%	?	0.7%	?	-1.3%	2.7	-6.2%	-8.9%

Part of the list above, screen by screen:
(24) COc1ccc(C(=O)NC(=S)NNC(=O)c2c(-c3ccccc3)noc2C)cc1
(25) CCc1cc2cc(C(=O)Nc3ccc(C)cc3)sc2s1

assay / entry | 24 | 25
D3 ag | 15.5 | 6.3
HT1080 IDH1KD tx | -24.3% | -13.9%
SW480 rerep | 2.7% | ?
GLP-1R agonist | -16.0% | 0.7%
D3 antag | 94.6 | ?
KB-3-1 cytotox | ? | -1.3%
IL1B secr inh | 51.1 | 2.7
HT1080-NT tox | -14.6% | -6.2%
KB-V1 cytotox | 6.51µM* | -8.9%

New compounds follow:
no.	structure	D3 ag	HT1080 IDH1KD tx	SW480 rerep	GLP-1R agonist	D3 antag	KB-3-1 cytotox	IL1B secr inh	HT1080-NT tox	KB-V1 cytotox
26	Cc1ccc(SCC(=O)OCC(=O)N(C)CC(=O)Nc2ccccc2Cl)cc1	3.4	-0.6%	-1.6%	-7.6%	12.4	-1.3%	24.8	-2.3%	-18.0%
27	Brc1ccc2nc(-c3ccncc3)c(NC3CCCC3)n2c1	0.7	-0.2%	?	0.4%	10.5	-3.0%	-5.2	-7.0%	-8.4%
28	COC(=O)c1[nH]c2ccc(C)cc2c1NC(=O)NC1CCCCC1	1.9	-28.2%	-3.0%	7.9%	26.4	11.5%	-5.2	-2.7%	-3.6%
29	CCOC(=O)C1=C(C)NC(C)=C(C(=O)OCC)C1c1ccncc1	-0.8	-0.2%	·	-0.2%	5.8	?	0.0	-2.8%	-3.9%
30	CCC(C)Sc1ccc([C@H]2N[C@@](C)(C(=O)OC)[C@H]3C(=O)N(CC)C(=O)[C@@H]23)cc1 (stereo partly drawn)	-25.9	11.7%	-13.1%[9.22 µM]	?	10.9	-1.5%	18.1	5.4%	-3.9%
31	CN(Cc1ccccc1)C(=O)c1ccc(NC(=O)Cc2ccc(NC(=O)C3CCCN(C(=O)C4CCCCC4)C3)cc2)cc1 (stereo not drawn)	-23.3	-5.6%	2.2%[9.22 µM]	1.7%	-7.6	-13.7%	45.1	-9.0%	0.2%
32	Clc1cccc(CN2CCN(Cc3nc(CCc4ccccc4)no3)CC2)c1	-7.5	-6.0%	?	-1.0%	5.1	-3.6%	-19.6	-17.0%	-8.9%
33	O=C(CN1CCCC1)N1c2ccccc2C=Cc2ccccc21	-0.1	8.3%	-71.3%[inhibitor]	7.1%	1.0	2.5%	19.7	-0.5%	0.3%
34	COC(=O)c1cc(NC(=O)c2nn(C)c(=O)c3ccccc23)cc(C(=O)OC)c1	-1.9	-1.5%	-9.7%	3.7%	-11.0	-8.0%	5.6	-2.2%	-10.5%
35	CSc1nc2n(n1)C(c1cccc(F)c1)C(C(=O)Nc1ccc(C)cc1C)=C(C)N2 (stereo not drawn)	1.9	-12.3%	-4.7%	-8.2%	-1.6	2.4%	11.2	-0.4%	?
36	O=C(COc1ccc(Br)cc1F)Nc1nnc(C2CC2)s1	-2.4	17.7%	-27.2%	-3.6%	0.0	-0.7%	-3.1	5.2%	5.7%
37	CCN(CC)S(=O)(=O)c1ccc(Cl)c(C(=O)NC(C)C(c2cccs2)N2CCCC2)c1 (stereo not drawn)	-5.3	4.4%	3.3%	6.6%	-19.8	-2.0%	1.7	7.8%	?
38	COCc1c(C(=O)OCC(=O)NCc2ccco2)oc2ccccc12	-6.1	0.0%	-2.0%	4.1%	-27.8	-6.0%	14.2	-7.3%	-6.1%
39	CC(=O)NCCNC(=O)C1(C)Cc2c(-c3cccc(NC(C)=O)c3)ccnc2O1 (stereo not drawn)	0.5	18.0%	·	-0.5%	23.8	0.0%	52.5	18.7%	-7.8%
40	O=C1COc2ccc(C(=O)CSc3nnc(Cc4ccccc4)o3)cc2N1	1.6	0.0%	0.6%	-9.0%	-11.6	7.5%	18.7	-1.7%	-21.4%
41	CCOc1cccc(-c2c(C(=O)N/N=C/c3ccsc3)nnn2-c2nonc2N)c1	7.2	-6.0%	-4.8%	-4.7%	-22.2	8.5%	12.6	0.7%	15.3%
42	C[N+](C)(C)CCNC(=O)c1cc[n+](Cc2ccccc2)c(/C=N/O)c1	8.8	1.2%	-60.0%[inhibitor]	-4.7%	28.5	-7.7%	21.5	-0.9%	-0.3%
43	COc1cc(C(=O)N2CCN(C)CC2)cc(OC)c1OC	-21.8	-1.7%	-21.5%	-0.1%	-21.5	19.1%	42.7	10.3%	-0.7%
44	COc1cccc(C(=O)c2cc3ccc(O)cc3oc2=O)c1	-13.4	?	-1.6%	-6.1%	-22.7	5.0%	39.2	-28.5%	?
45	O=C(N/N=C/c1ccc(Cl)cc1)c1cc(-c2cccnc2)nc2ccccc12	-1.7	?	4.11µM*	5.8%	6.9	9.2µM*	42.5	?	9.2µM*
46	COc1cc(CNc2ccc3[nH]c(=O)[nH]c3c2)cc(Br)c1OCc1ccc(F)cc1	32.9*!	-19.9%	-1.0%	16.6%	13.5	-3.9%&-29.4%	·	-6.6%	-0.1%&-25.5%
47	CC(C)N=C(NS(=O)(=O)c1ccccc1)C(Cl)(Cl)Cl	9.3	7.31µM*	5.8µM*	-7.1%	17.0	5.8µM*	-96.5*	7.31µM*	23.1µM*
48	COC(=O)[C@H]1C[C@@]2(O)CN(S(=O)(=O)c3ccc(C)cc3)C[C@@]2(OC(=O)Nc2c(C)noc2C)C[C@H]1C(=O)OC	1.1	-0.7%	·	-3.3%	24.3	-0.6%	-6.3	1.9%	6.0%
